Bioassay records deposited in PubChem by Sanford-Burnham Center for Chemical Genomics.
APJ antag – antagonists of human apelin receptor APJ, primary screen, CHO-K1 cells, beta-arrestin complementation, luminescence | P35414 | inhibition, % at 20 µM | actives 0.32% (n = 330,000) | AID 2521, 2010;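 active means inhibition above about 40% at 20 µM, limit read from the data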;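 further: cells challenged with 10 nM apelin-13 agonist together with compound; plate controls were apelin-13 plus DMSO wells for no effect and DMSO wells lacking apelin-13 for full effect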
ATG4B inh – ATG4B protease inhibitors, primary screen, biochemical, fluorescence, uHTS; inhibition, % at 8.33 µM; ATG4B cleavage of LC3-PLA2, NBD-HPC fluorescence, 1 h; actives 0.51% (n = 340,000); AID 504462, 2011; in the data active means inhibition above about 40%
Target sequence (Q9Y4P1 whole entry, looked up): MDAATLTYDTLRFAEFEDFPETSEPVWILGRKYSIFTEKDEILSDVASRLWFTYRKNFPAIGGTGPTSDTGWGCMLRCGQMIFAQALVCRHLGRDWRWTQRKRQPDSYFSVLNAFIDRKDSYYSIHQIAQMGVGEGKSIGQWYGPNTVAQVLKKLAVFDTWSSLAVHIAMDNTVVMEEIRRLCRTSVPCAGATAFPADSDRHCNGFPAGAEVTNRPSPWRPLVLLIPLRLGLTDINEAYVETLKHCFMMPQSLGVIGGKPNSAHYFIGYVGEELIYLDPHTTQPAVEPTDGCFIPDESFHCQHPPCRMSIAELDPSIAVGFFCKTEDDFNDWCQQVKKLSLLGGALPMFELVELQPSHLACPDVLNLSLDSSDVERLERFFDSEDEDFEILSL
EBI2 antag – EBI2 receptor antagonists, beta-arrestin recruitment, primary screen, cell-based, luminescence, 7a,25-OHC stimulation, uHTS | G-protein coupled receptor 183 (Homo sapiens), P32249 | 7a,25-OHC stimulated | inhibition, % at 5 µM | actives 0.81% (n = 360,000) | AID 651636, 2012; in the data active means inhibition above about 38%;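 further: enzyme fragment complementation signal reports receptor beta-arrestin coupling in cells; 0% = agonist plus DMSO wells and 100% = wells without agonist; some results beyond the cut were filed as inactive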
CXCR6 block – CXCR6 receptor inhibitors, primary screen, cell-based, beta-arrestin, luminescence, CHO-K1 PathHunter, 1536-well | C-X-C chemokine receptor type 6 (Homo sapiens), O00574 | inhibition, % at 20 µM | actives 0.36% (n = 360,000) | AID 602244, 2012; in the data active means inhibition above about 34%, passing the limit was not always enough;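 further: antagonist mode with CXCL16 agonist at 10 nM final; 0% = 10 nM CXCL16 with DMSO and 100% = unstimulated wells without agonist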
Target sequence (O00574 whole entry, looked up): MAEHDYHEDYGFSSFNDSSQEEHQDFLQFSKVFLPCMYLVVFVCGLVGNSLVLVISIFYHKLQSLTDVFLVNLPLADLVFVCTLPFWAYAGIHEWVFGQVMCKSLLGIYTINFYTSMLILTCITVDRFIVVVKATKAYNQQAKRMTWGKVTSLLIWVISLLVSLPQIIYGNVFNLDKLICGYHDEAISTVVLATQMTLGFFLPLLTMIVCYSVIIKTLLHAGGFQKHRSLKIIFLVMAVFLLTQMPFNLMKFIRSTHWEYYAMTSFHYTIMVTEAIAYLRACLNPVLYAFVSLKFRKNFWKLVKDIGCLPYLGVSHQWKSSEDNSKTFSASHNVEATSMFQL
Gli-Sufu block – Gli-Sufu pathway antagonists, primary screen, luciferase luminescence, Sufu-KO-LIGHT cells, uHTS; Sufu-KO-LIGHT fibroblasts, Gli luciferase reporter luminescence; inhibition, % at 5 µM; actives 0.74% (n = 340,000);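 active means inhibition above about 55%, limit read from the data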;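 further: 0% = DMSO-treated cells and 100% = wells with medium but no cells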
CCR6 antag – CCR6 receptor antagonists, primary screen, cell-based, CHO-K1, luminescence, beta-arrestin, uHTS; CHO-K1 CCR6 PathHunter beta-arrestin, CCL20-stimulated; inhibition, % at 20 µM; actives 0.49% (n = 340,000); AID 493098, 2011;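 active means compounds whose inhibition of the agonist-driven luminescence signal at 20 µM reaches about 50%, limit read from the data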;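 further: cells stimulated with CCL20 at 14 nM final; plate controls were DMSO with CCL20 for no effect and DMSO without agonist for full effect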
UBC13 inh – UBC13 polyubiquitin chain formation inhibitors, primary screen, biochemical, TR-FRET, uHTS; inhibition, % at 20 µM; actives 0.47% (n = 330,000); AID 485273, 2010; in the data active means inhibition above about 45%, passing the limit was not always enough
Target sequence (P61088 whole entry, looked up): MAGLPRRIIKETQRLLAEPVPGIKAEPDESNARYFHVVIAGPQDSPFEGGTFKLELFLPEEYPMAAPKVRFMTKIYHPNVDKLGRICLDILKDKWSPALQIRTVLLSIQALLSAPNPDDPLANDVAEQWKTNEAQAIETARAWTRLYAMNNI
APJ agonist – agonists of human apelin receptor APJ, primary screen, CHO-K1 cells, PathHunter beta-arrestin, luminescence; 0% DMSO wells, 100% apelin; actives 0.11% (n = 330,000); P35414; activation, % at 20 µM; AID 2520, 2010;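 active means activation more than six SD over the plate average, tested at 20 µM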;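 further: 0% = DMSO alone and 100% = apelin-13 at 10 nM; some results filed as inactive read as strong as hits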
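assay system = CHO-K1 APJ beta-arrestin complementation cell line | input = cell density 1000 per well | dosing = compound 20 µM once, DMSO 1% | timing = compound 90 min 25 °C, reagent 1 h | measured by = luminescence from split beta-galactosidase complementation, Galacton Star/Emerald II substrate | read-out basis = APJ agonist activity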
* hit, by the source's call; · = no result given.

SMILES	APJ antag	ATG4B inh	EBI2 antag	CXCR6 block	Gli-Sufu block	CCR6 antag	UBC13 inh	APJ agonist
Cc1nnc(SCC(=O)NNC(=O)COc2ccc(Cl)cc2)n1C	10.4	2.9	-17.5	5.5	-18.9	3.0	6.6	2.2
Cc1cc(C)n(-c2nc3ccccc3nc2Nc2ccc3[nH]c(=O)[nH]c3c2)n1	-11.8	21.6	-11.4	-1.1	8.2	2.4	-3.9	1.1
O=C(NC1CC1)C1=C[C@@H](C2CC2)C[C@@H](OCc2ccc(CO)cc2)O1	-19.5	-1.9	-1.3	-4.5	15.6	5.0	-6.2	4.8
O=C(c1cccs1)N1CCN(C(=O)c2ccco2)c2ccccc2C1	-19.3	-13.4	6.3	-1.0	-2.3	33.4	3.3	-1.2
O=c1c(-c2ccc(F)cc2)[n+]([O-])c2ccccc2n1OCc1ccccn1	-1.1	-5.0	-7.9	-0.3	-0.9	2.3	-1.1	1.5
O=C1CC(c2cccs2)Cc2nc(NC(=O)C3CC3)ncc21 (configuration not stated)	11.1	-6.5	-2.9	-5.3	10.4	0.2	-2.9	0.6
O=C(O)c1ccc(NS(=O)(=O)c2ccc3c(c2)C2C=CCC2C(c2ccccc2F)N3)cc1 (configuration not stated)	2.2	35.6	-8.4	-3.9	-1.8	1.1	-8.2	-2.0
CCc1ccc(NC(=O)C2CCN(c3c(N4CCCC4)c(=O)c3=O)CC2)cc1	20.7	3.2	1.1	1.8	-6.5	-1.9	6.0	-2.3
Cn1ccnc1C(O)c1ccco1 (configuration not stated)	-3.1	5.1	-1.6	4.6	-2.4	-7.2	2.9	-1.4
CC1C(=O)C(C)C(c2ccc(O)cc2)NC1c1ccc(O)cc1 (configuration not stated)	8.5	-5.4	-5.4	4.0	0.5	4.4	2.1	-2.5
COc1ccc(OC)c(CN2CCN(C(=O)c3cccc(S(=O)(=O)Nc4ccc(F)cc4)c3)CC2)c1	·	-10.7	11.8	2.0	7.1	11.0	·	·
COC(=O)c1ccccc1NC(=O)N1CCN(c2ccccc2)CC1	3.3	5.9	-4.8	5.8	-10.4	21.7	7.9	-2.9
CCN1CCN(c2nnc(-c3ccc(C)cc3)c3ccccc23)CC1	-15.1	-1.5	1.4	-2.8	1.7	14.2	-0.8	-3.1
Cc1cc(OC(C)C(=O)N2CCN(c3ccc(F)cc3)CC2)c2c(C)c(C)c(=O)oc2c1 (configuration not stated)	23.7	-0.9	7.2	4.1	-8.4	14.1	5.5	5.5
CCCCN(C(=O)c1ccc(N2C(=O)c3ccccc3C2=O)cc1)c1c(N)n(CC(C)C)c(=O)[nH]c1=O	-9.4	-2.6	5.2	-4.9	-8.3	1.1	-5.7	1.4
O=C(Nc1cccc([N+](=O)[O-])c1)c1ccc(CSc2ccccc2)cc1	-9.4	9.8	12.4	-5.3	2.5	-2.5	8.9	0.2
COc1ccc(C(=O)O/N=C/c2c(C(F)(F)F)nn(C)c2SCc2ccccc2Cl)cc1	15.0	-2.9	50.4*	2.3	21.9	12.1	6.6	-3.2
CC(=O)Nc1nnc(-c2ccco2)o1	5.0	-3.1	-0.6	-1.7	-4.6	-5.0	-5.0	-1.6
CCOC(=O)C(=CNc1cccnc1Oc1ccc(C)c2c1CCC2)C(=O)OCC	-3.8	3.6	-23.5	3.8	5.9	-5.1	-3.4	4.0
O=C(Nc1ccc(Nc2ccccc2)cc1)c1ccc(Cl)cc1	2.2	-3.2	4.2	-0.6	-13.2	-0.3	0.1	0.1
CCN(CC(=O)N1CCOCC1)S(=O)(=O)c1ccc(C)cc1	3.1	-0.5	3.4	-3.1	-5.3	-0.3	0.5	-4.3
O=C(CN1CCN(C(=O)C2CCN(C(=O)/C=C/c3ccccc3)CC2)CC1)Nc1ccccc1Cl	10.9	-5.0	87.6*	5.2	-5.7	10.7	-6.9	-0.1
COc1cccc(NC(=O)c2nn(C)cc2Br)c1	-6.0	-6.1	-14.8	-4.4	-26.4	2.6	3.2	-3.8
COc1ccc(CN=C2NC(=O)CC(C(=O)Nc3ccc(Cl)cc3)S2)cc1 (configuration not stated)	-14.1	-16.7	11.9	-5.9	-1.1	-9.2	1.2	-1.0
COc1cccc(-c2nnc(SCCOc3ccc4c(C)cc(=O)oc4c3)o2)c1	3.8	-3.0	13.8	4.2	-0.3	15.2	5.7	-5.6
O=C(OCc1cc(Cl)ccc1OC(F)F)c1cncc(Br)c1	4.7	52.1*	0.1	5.4	11.7	15.0	11.4	-2.5
COc1ccc(N2CC(C(=O)Nc3ncccc3C)CC2=O)cc1 (configuration not stated)	12.8	6.6	-2.8	-8.7	1.1	15.8	-1.1	0.5
Nc1nc(COc2ccc(F)cc2)nc(N2CCCCC2)n1	7.4	-2.4	21.4	-6.2	-7.8	3.6	-11.9	-1.9
Cc1ccc(C)c(N(C(=O)Cn2nnc(-c3cccs3)n2)C(C(=O)NC2CC2)c2ccc(C)o2)c1 (configuration not stated)	8.2	5.2	8.9	18.7	4.3	9.9	4.3	-5.9
CCOC(=O)C1=C(COC(=O)/C=C/c2cccc(OC)c2OC)NC(=O)NC1C (configuration not stated)	-10.1	7.2	-1.9	-2.9	-4.9	12.0	2.8	5.1
Cc1ccccc1NC(=O)Cc1nc(COC(=O)c2cccnc2Cl)cs1	-3.4	-3.2	-6.8	-1.0	-4.2	3.6	1.7	-0.5
CC(OC(=O)C1CC1)C(=O)Nc1ccc([N+](=O)[O-])cc1Cl (configuration not stated)	-4.8	-15.8	-5.4	-3.9	-1.6	-1.9	14.3	-0.2
CC1CCCN(C2=NC(=O)/C(=C/c3cn(-c4ccccc4)nc3-c3cccc(S(=O)(=O)N(C)C)c3)S2)C1 (configuration not stated)	7.1	-2.4	67.7*	17.1	4.7	-6.6	-8.1	-1.0
C=CCSc1nc(N)c(C(=O)Nc2ccccc2)cc1C#N	-6.2	-4.7	4.8	4.0	16.4	9.5	-5.4	2.6
CC1=C(c2ccc(Cl)cc2)[N+](=O)C(C)(C)N1[O-]	-42.1	-3.3	-25.9	-28.0	25.1	-28.5	3.2	7.5
CC(=O)Nc1ccc(S(=O)(=O)NCC(CCC(=O)O)C(F)(F)F)cc1 (configuration not stated)	-34.1	-2.4	3.5	4.2	-3.0	5.0	-8.8	-5.7
Cc1onc(-c2ccccc2)c1C(O)c1ccc(F)cc1 (configuration not stated)	-33.4	9.0	11.3	-3.4	2.4	3.9	4.8	-1.0
Cc1cc2c(ccc3c2no[n+]3[O-])nn1	-21.3	3.9	3.6	0.0	6.1	-26.9	0.7	5.4
COC(=O)CCc1nc2cc(Cl)ccc2n(Cc2ccccc2)c1=O	-18.8	-7.6	20.4	-3.1	8.8	6.4	-4.2	-2.2
N#CCCn1cc(C(=O)CN2C(=O)C(=O)N(C3CCCC3)C2=O)c2ccccc21	10.5	-16.1	-7.8	-4.5	-6.2	6.5	-2.8	-3.5
CCNc1nc(SCC(=O)Nc2ccc(Cl)c(Cl)c2)nc(N2CCOCC2)n1	-3.4	-4.9	5.1	-1.2	33.2	4.3	-2.6	-2.4
CC(=O)C1=C(C)Nc2ncnn2C1c1ccccc1 (configuration not stated)	8.3	-4.2	-4.0	-3.1	8.2	8.1	-6.8	-0.2
NS(=O)(=O)c1ccc(NC(=O)NC2CC(=O)N(c3ccc4c(c3)OCCO4)C2)cc1 (configuration not stated)	0.9	0.0	-4.3	3.0	-5.5	-10.4	-2.1	-1.1
CCN(CC)c1ccc(NC(=O)Cn2ncc3c(C)n(Cc4ccccc4F)c(C)c3c2=O)c(C)c1	5.1	4.3	-4.3	0.2	0.3	0.7	-12.3	-0.9
Cc1ccccc1NC(=S)NN1CCN(C)CC1	-4.0	-1.3	-3.2	17.4	11.4	2.2	2.0	-1.2
COc1cc(/C=C(\C#N)C(=O)NCC2CCCO2)ccc1O (configuration not stated)	20.6	-1.4	6.0	-6.1	-4.4	2.7	-0.2	-3.1
COc1ccccc1NS(=O)(=O)c1ccc(C)c(C(=O)NCC(c2cccs2)N2CCOCC2)c1 (configuration not stated)	·	-50.8	0.7	-1.8	-6.7	3.7	·	·
COc1ccc(NC(=O)c2cc(-c3ccco3)nc3ccccc23)cc1	-21.1	-12.1	8.9	13.2	-6.3	10.4	-0.1	2.0

Single records, as listed above. Screens in order: APJ antag	ATG4B inh	EBI2 antag	CXCR6 block	Gli-Sufu block	CCR6 antag	UBC13 inh	APJ agonist
`Cc1ccccc1NC(=S)NN1CCN(C)CC1` is listed with -4.0	-1.3	-3.2	17.4	11.4	2.2	2.0	-1.2
`CCNc1nc(SCC(=O)Nc2ccc(Cl)c(Cl)c2)nc(N2CCOCC2)n1` is listed with -3.4	-4.9	5.1	-1.2	33.2	4.3	-2.6	-2.4
`NS(=O)(=O)c1ccc(NC(=O)NC2CC(=O)N(c3ccc4c(c3)OCCO4)C2)cc1` (configuration not stated) is listed with 0.9	0.0	-4.3	3.0	-5.5	-10.4	-2.1	-1.1

(list continues)
SMILES	APJ antag	ATG4B inh	EBI2 antag	CXCR6 block	Gli-Sufu block	CCR6 antag	UBC13 inh	APJ agonist
COc1ccccc1NC(=O)c1ccc(NC(=O)COC(=O)C2CCCCC2)cc1	9.1	-8.1	-5.5	-3.1	-6.5	2.9	-0.1	1.2
Cc1cc(C)c(S(=O)(=O)N(C)CC(=O)NCc2cccnc2)c(C)c1	-2.7	0.2	0.4	-7.5	16.6	13.8	-0.8	0.0
COc1ccc(C2=NOC(C(=O)N(C)Cc3ccccc3)C2)cc1 (configuration not stated)	-11.2	-14.1	-0.7	-4.7	-6.4	8.8	11.6	-1.3
COc1ccccc1/C=C/C(=O)NC1CC2CCC1C2 (configuration not stated)	2.7	-2.0	5.6	-12.2	-18.6	14.3	7.3	-2.9
Cc1cc(C)c2sc(NNC(=O)C3COc4ccccc4O3)nc2c1 (configuration not stated)	-78.2	-11.2	0.8	-0.7	3.0	5.4	-25.1	-0.6
COC(=O)CCCC1=CC2=C(c3ccccc3)C(=O)C(C)(OC(=O)C3CCCC3)C(=O)C2=CN1Cc1ccc(OC)cc1 (configuration not stated)	-8.6	-2.8	-29.7	-1.0	-11.2	7.4	-32.1	8.7
Nc1ncnc(Nc2ccc(F)cc2)n1	-18.9	-1.8	-9.5	1.2	16.8	2.2	13.0	-1.6
COc1cc(OC)c2c(c1)OC(c1ccc(OC)c(OC)c1)C(O)C2=O (configuration not stated)	3.0	-1.8	-4.5	-1.7	6.0	11.4	5.8	-2.1
CCOc1ccc(/C=N/NC(=O)c2ccccc2O)cc1CN1CC2CC(C1)c1cccc(=O)n1C2 (configuration not stated)	-9.9	-2.2	5.1	4.3	-28.7	-1.9	1.5	-2.4
CC(=O)Nc1cnc2ccccc2n1	1.6	-11.2	-6.2	10.2	-6.7	3.6	-7.6	2.1
CCOC(=O)c1c(C)n(C)c2ccc(OC)c(NC(=O)CN3CCN(C4CCCCC4)CC3)c12	5.6	-0.5	1.7	-0.7	8.1	-5.6	7.9	-3.9
O=C(NC1CCCC1)c1ccc2nc[nH]c2c1	-1.6	3.5	1.5	1.5	2.0	-9.1	-3.2	-3.3
Cc1ccsc1/C=C(\C#N)C(=O)NCc1ccco1	·	4.1	9.5	-2.3	-1.6	4.8	·	·
O=C(NCc1ccccc1)NC(=O)c1ccccc1	8.3	-3.3	-11.5	6.7	-7.3	3.4	-10.4	-3.6
COCC1CCCN(C(=O)c2ccc3oc(Cc4ccc(Cl)cc4)nc3c2)C1 (configuration not stated)	-2.4	14.0	-0.7	5.4	3.4	11.7	-1.3	-9.0

Outcome played no part in choosing rows; overall some 3% were active at least once.
